TbHK1 inh – T. brucei hexokinase 1 inhibition; recombinant TbHK1, G6PDH-coupled NADH A340; inhibition, % at 10 µM; actives 0.11% (n = 220,000);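 active means inhibition of 50% or more in the single-dose primary screen; inactive means inhibition below 50%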
PPC-1+TRAIL kill – PPC-1 cancer cell killing with TRAIL present; PPC-1 cells + TRAIL, ATPLite viability luminescence; actives 0.41% (n = 220,000); cell killing (% activity), % at 4 µM; AID 1443;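 active means cell killing above 50% in the first pass at 4 µM, then a duplicate retest at 5 µM averaging 50% or more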;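 further: plate controls were cells with TRAIL plus DMSO for no effect and medium-only wells lacking cells for full effect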
FXIa inh – blocks human coagulation factor XIa protease activity; AID 798; inhibition, % at 5 µM; purified FXIa, Boc-Glu-Ala-Arg-AMC fluorogenic substrate; P03951; actives 0.14% (n = 220,000);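 active means inhibition of at least 40%; inactive means inhibition below 40%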;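 further: fluorescence of freed AMC excited at 355 nm; 0% = enzyme without compound and 100% = no enzyme blank; many of its hits are not listed in these tables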
zVAD death inh – blocks zVAD induced death of L929 cells; viability rescue, % at 10 µM; L929 zVAD necroptosis rescue, ATP luminescence, 24 h; with zVAD 60 µM; actives 0.38% (n = 220,000);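 active means activation, scaled between plate controls, above about 75%, limit read from the data; inactive means activation under that limit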;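 further: 0% = zVAD with DMSO and 100% = DMSO alone without zVAD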
EP2 antag – EP2 receptor (human) inhibition. P43116. C6 glioma cells expressing human EP2, cAMP TR-FRET; cells stimulated with saturating PGE2. inhibition, % at 25 µM. actives 0.52% (n = 260,000). AID 1422;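 active means percent inhibition above 40 after rounding to a whole number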;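 further: rat C6 glioma host cells with rolipram phosphodiesterase inhibitor present; the protocol text gives 20 µM as final concentration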
Target sequence (P43116 whole entry, looked up): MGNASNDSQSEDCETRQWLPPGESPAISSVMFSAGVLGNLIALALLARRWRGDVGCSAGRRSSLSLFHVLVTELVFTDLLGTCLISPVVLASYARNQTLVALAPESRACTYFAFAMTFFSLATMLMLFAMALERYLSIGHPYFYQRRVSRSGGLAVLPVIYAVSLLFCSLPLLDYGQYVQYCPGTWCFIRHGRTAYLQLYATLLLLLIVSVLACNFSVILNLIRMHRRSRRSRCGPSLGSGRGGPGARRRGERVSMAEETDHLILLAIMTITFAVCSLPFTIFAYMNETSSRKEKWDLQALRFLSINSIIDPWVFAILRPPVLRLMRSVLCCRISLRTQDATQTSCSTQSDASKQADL
TNF necrop inh – TNF-alpha cell death inhibition in Jurkat FADD-/- cells; Jurkat FADD-/- TNF necroptosis rescue, ATP luminescence, 24 h; 0 = TNF only, 100 = no-TNF cells; activation (protection from cell death), % at 10 µM; actives 0.068% (n = 220,000); AID 463075;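 active means activation, meaning protection from cell death, of at least 50% relative to plate controls; inactive means activation below 50%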;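 further: necroptosis triggered by 40 ng/mL TNF-alpha added together with compound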
FXIIa inh – inhibitors of human coagulation factor XIIa | AID 800 | actives 0.3% (n = 220,000) | P00748 | inhibition, % at 5 µM | purified FXIIa, Boc-QGR-AMC fluorogenic substrate, 2 h; in the data active means inhibition above about 40%;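 further: 0% = enzyme with no compound and 100% = blank without enzyme; many of its hits are not listed in these tables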
Target sequence (P00748 20-372 limits assumed): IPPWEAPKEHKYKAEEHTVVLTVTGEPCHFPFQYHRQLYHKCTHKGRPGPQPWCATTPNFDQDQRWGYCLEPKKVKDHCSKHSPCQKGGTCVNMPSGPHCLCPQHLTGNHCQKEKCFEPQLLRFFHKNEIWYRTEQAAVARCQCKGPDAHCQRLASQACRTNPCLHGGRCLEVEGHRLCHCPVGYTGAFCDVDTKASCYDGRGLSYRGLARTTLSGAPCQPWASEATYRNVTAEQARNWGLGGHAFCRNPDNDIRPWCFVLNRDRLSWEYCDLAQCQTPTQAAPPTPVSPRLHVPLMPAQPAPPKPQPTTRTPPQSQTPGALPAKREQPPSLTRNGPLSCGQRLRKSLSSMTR
Target sequence (P00748 373-615 limits assumed): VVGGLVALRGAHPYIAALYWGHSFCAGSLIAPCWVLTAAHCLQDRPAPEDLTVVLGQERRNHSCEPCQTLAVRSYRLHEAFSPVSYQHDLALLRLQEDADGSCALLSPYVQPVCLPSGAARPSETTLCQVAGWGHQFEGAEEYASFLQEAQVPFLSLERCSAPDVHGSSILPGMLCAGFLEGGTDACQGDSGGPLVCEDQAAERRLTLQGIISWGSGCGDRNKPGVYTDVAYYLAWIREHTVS
CHOP inhibitor – blocks CHOP induction under ER stress. CHO-K1 CHOP-promoter luciferase, tunicamycin-induced, 15-18 h. inhibition, % at 10 µM. actives 3.8% (n = 220,000). AID 2732;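 active means compounds that reduced the stress-induced luciferase reporter signal by more than about 70% of percent inhibition, limit read from the data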;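 further: 0% = tunicamycin plus vehicle and 100% = wells without tunicamycin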
Wee1 stabilizer – human Wee1 degradation inhibition, primary screen; HeLa Luc-Wee1K328M stability, luciferase luminescence; 100% = proteasome inhibitor MG132 effect; reporter increase, % at 5 µM; actives 1.2% (n = 220,000); AID 1321;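 active means activation above the mean of all tested compounds plus 3 SD, set per screening run, cut at about 8.8% in these data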;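 further: cells exposed to compound for 20 h before luminescence read; 0% = DMSO alone and 100% = MG132 at 30 µM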
Numbers without * were called inactive; . = no result given; & = joins results of further samples; [ ] = remark or other dose. Not all compounds are listed, so the mix of outcomes need not match the whole.

Compound	PPC-1+TRAIL kill	FXIa inh	TNF necrop inh	TbHK1 inh	FXIIa inh	Wee1 stabilizer	zVAD death inh	EP2 antag	CHOP inhibitor
CSc1ccccc1NC(=O)c1ccc(Br)o1	15	-2	-2.6	3	-1	2	2.1	7	0
O=C(O)CSc1nc2ccccc2c(=O)[nH]1	11	3	1.4	-9	17	1	0.7	10	31
CC(=O)Nc1ccccc1OCC(=O)c1cc(C)n(Cc2cccs2)c1C	14	6	-15	0	11	-2	-1.3	11	.
CCN(CC)CCn1c(=S)[nH]c2cc3c(cc2c1=O)OCO3	-3	-10	-1.8	-12	3	0	0.4	1	-6
CCN(Cc1ccccc1)Cc1cc(OC)cc(OC)c1	-4	6	0.1	-2	20	-2	-0.1	9	-4
CCOc1ccccc1NC(=O)C1CCCN(S(=O)(=O)c2cccc3cccnc23)C1 (stereo not given)	24	-12	-4.9	-2	-3	-1	-0.5	10	9
C/C(=N\NC(=O)c1ccccn1)c1ccc(Cl)cc1	27	-1	1.1	-21	5	1	-0.1	3	-16
CCCCCCC(=O)Nc1c(O)c2ccccc2[nH]c1=O	19	7	0.3	2	11	-1	-0.7	9	52
c1ccc(COc2ccc(OCCN3CCCC3)cc2)cc1	30	6	1.3	7	12	-1	-0.3	9	-26
CCn1c(=O)cc(O)c2c(=O)n(C)c(=O)n(C)c21	27	-1	0.0	-4	12	1	-0.5	.	-6
COc1ccc(CNC(=O)CN(c2cccc([N+](=O)[O-])c2)S(C)(=O)=O)cc1	14	1	0.7	4	2	0	0.8	5	-11
Cc1cc(N2CCOCC2)ccc1/C=C1/SC(=O)NC1=O	20	-2	0.4	-18	10	-1	8.6	4	-32
CC(=O)c1sc(NC(=O)CN2C(=O)CCC2=O)nc1C	.	.	-1.1	-30	.	-4	0.1	7	.
COc1ccc(C(=O)NC(Nc2ccccc2)C(Cl)(Cl)Cl)cc1 (stereo not given)	0	-6	-4.3	10	-1	-3	0.6	8	20
COC(=O)c1ccc(CNC(=O)COC(=O)CC23CC4CC(CC(Br)(C4)C2)C3)cc1	19	21	1.6	2	23	-4	1.0	-2	37
COc1cc(/C=C2\SC(=N)N(c3ccc(F)cc3)C2=O)ccc1O	15	0	-5.1	-19	1	1	44	10	41
COCCn1nnnc1CN1CCC(NC(=O)Nc2cccc(OC)c2)CC1	22	3	-2.1	-7	10	0	0.0	6	16
C=CCN1C(=O)C2C(C(=O)NC3CCCCC3)C3C=CC2(O3)C1C(=O)NC1CCCC1 (stereo not given)	6	5	-3.0	-2	9	-1	0.0	10	2
Cc1ccc(S(=O)(=O)N[C@H](C(=O)OCC(=O)N2N=C(c3ccc(Cl)cc3)CC2c2ccco2)C(C)C)cc1 (stereo not given in full)	25	3	6.5	-6	13	2	0.4	5	35
CC(C)(C)NC(=O)NC(=O)COC(=O)Cc1c(F)cccc1Cl	16	4	0.9	-2	11	5	32	1	5
CC(NCCC1(Cc2ccccc2Cl)CCOC(C)(C)C1)c1cccs1 (stereo not given)	-29	4	3.5	3	11	2	-0.4	2	15
CCNS(=O)(=O)c1ccc(CCC(=O)NCc2ccccc2)cc1	16	-1	0.9	2	8	7	-0.2	6	2
O=C(O)CC(NC(=O)C12CC3CC(CC(C3)C1)C2)c1cc([N+](=O)[O-])ccc1Cl (stereo not given)	24	0	0.3	-2	8	-2	4.1	3	-2
CCOc1cc(/C=N/Nc2nc(-c3cccc(S(=O)(=O)N4CCCC4)c3)cs2)ccc1O	16	6	12	-19	17	8	2.6	11	-16
Cc1ccc(C(=O)NN2C(=O)/C(=C/c3cccn3C)SC2=S)cc1	3	8	3.5	-6	11	0	-0.3	10	-22
CN(C)c1nc2ccc(OCCN3CCCCC3)cc2s1	1	-1	-0.4	0	14	2	2.4	3	-8
CCOC(=O)CSC1=NC(=O)/C(=C\c2ccc(Cl)cc2)S1	13	-3	-14	-5	14	2	18	8	-4
COc1ccc(C)cc1Nc1nc(-c2c(C)[nH]c3ccccc23)cs1	17	2	1.4	-8	7	3	0.5	8	67
C[N+](C)(CC#Cc1ccccc1)CC(=O)c1ccc(Cl)cc1	7	-7	1.2	9	-5	0	1.0	5	8
c1coc(CNCC2OCCc3ccccc32)c1 (stereo not given)	3	-2	1.3	3	4	-1	0.5	2	13
Cc1ccc(CSc2nc3[nH]ncc3c(=O)[nH]2)cc1	-20	-3	0.2	-5	4	2	6.9	15	-30
CCc1nnc(NC(=O)CCC(=O)NC2CCCCC2)s1	14	8	1.2	0	27	-2	2.0	7	-6
CN(CC(=O)Nc1cccc(F)c1)CC(=O)Nc1cccc([N+](=O)[O-])c1	26	2	3.7	6	5	3	9.5	23	60
C=CCn1c(SCC(=O)c2ccc(OC)cc2)nnc1-c1cc2cccc(OC)c2o1	-8	-1	1.0	-10	21	2	0.2	11	47
CCOc1nc(NCCN2CCOCC2)nc(Nc2ccc([N+](=O)[O-])cc2)n1	3	-2	2.0	-17	10	-3	2.6	6	-7
CCCCn1c(=O)c(CCC(=O)OCC(=O)NC(=O)NCCOC)nc2ccccc21	-15	-2	0.1	-10	2	-1	1.2	3	-2
CC1CCN(c2nc3ccccc3nc2C(C#N)C(=O)OC2CCCCC2)CC1 (stereo not given)	15	7	-0.4	16	13	12*	0.3	9	24
O=c1[nH]c(=O)n(Cc2ccco2)c2c1C(C(F)(F)F)(C(F)(F)F)N=C(CCC1CCCCC1)N2	5	14	-1.1	-13	11	-1	0.6	14	41
Cc1ccc(C)c(S(=O)(=O)N/N=C2/CCCc3ccccc32)c1	11	4	-0.8	2	5	5	-0.3	8	36
COCCCNC(=O)CCCOc1ccccc1	2	5	-0.4	-1	9	0	2.3	-1	24
O=S(=O)(c1ccc(-c2ccon2)s1)N1CCOCC1	9	3	0.1	-8	6	1	-0.3	7	-12
Cc1cccc(-n2c(SCC(=O)N3CCCC3)nnc2-c2ccccn2)c1C	22	-10	-1.2	6	7	-1	-0.4	.	46
Cc1ccc(NC(=O)c2cccs2)cc1	27	-3	-2.0	4	10	-2	0.6	8	6
COc1ccccc1N1CCN(C(=O)CCc2ccc(S(=O)(=O)NC(C)C)cc2)CC1	9	5	-1.5	6	18	-3	-0.4	9&7	-24
COc1ccc(C(=O)Nn2c(C)nnc2-n2nc(C)cc2C)cc1OC	-4	-3	-1.4	-5	6	-2	-0.2	6	4
CCCCNC(=O)CSc1nc(CCC)nc2ccccc12	17	0	-0.3	-7	2	1	28	9	-5
CC(C)CC(COCc1cccc(Cl)c1)N1CCN(C(=O)c2cccc(C(F)(F)F)c2)CCC1=O (stereo not given)	-12	16	0.1	4	11	-1	-1.2	1	25
Cc1cc(C)c(Nc2ncccc2C(=O)O)c(C)c1	10	-6	1.3	-6	4	-3	3.5	8&10	1
c1cncc(-c2ccnc3ncnn23)c1	-5	2	0.0	-1	9	6	0.2	12	-21
CCOC(=O)N1CCN(CC(=O)Nc2ccc(F)c(F)c2)CC1	10	5	0.3	6	8	-1	0.4	1	-15
c1ccc(COc2ccc(CNCc3cccnc3)cc2)cc1	28	-6	1.8	10	0	0	-0.6	5	-28
COc1ccc(NC(=O)C2CCCNC2)cc1OCC(C)C (stereo not given)	-4	-1	0.7	8	-10	0	0.0	19	77*
O=C(NCC1CCCO1)C(c1ccc(F)cc1)N(CCCN1CCOCC1)C(=O)c1ccc(-c2ccccc2)[nH]1 (stereo not given)	31	-2	1.3	-14	10	0	-1.7	10	-5
COc1cccc(NC(=O)Nc2c(C)n(C)n(-c3ccccc3)c2=O)c1	22	4	0.0	15	11	-4	-0.9	9	5
COc1ccc(C(C)NC(=O)C2CCCO2)cc1OC (stereo not given)	-6[5 µM]	4	0.7	-4	17	0	0.0	9	23
COc1ccc(N=C/C=C2\C=C(c3ccccc3)OC(C)(C)O2)cc1	3	-3	-6.9	-37	10	4	0.2	-1	14
O=C(CS(=O)(=O)Cc1ccccc1)Nc1nnc(C2CCCCC2)s1	8	-9	0.4	-3	5	1	4.0	0&13	-12
O=C(CSc1cccc2cccc(Cl)c12)OCC(=O)N1CCN(C(=O)c2ccco2)CC1	8	19	0.6	-16	29	0	1.7	.	2
O=C(O)c1cccc([N+](=O)[O-])c1C(=O)Nc1nc2ccccc2s1	16	1	0.4	-1	9	3	-0.7	2	0
CCOc1ccccc1NC(=O)CN1C(=O)CSC(C)C1=O (stereo not given)	-17	1	0.1	-8	7	3	0.3	-2	21

More structures.
Compound	PPC-1+TRAIL kill	FXIa inh	TNF necrop inh	TbHK1 inh	FXIIa inh	Wee1 stabilizer	zVAD death inh	EP2 antag	CHOP inhibitor
CNC(=S)NNC(=O)c1oc2nc(-c3ccccc3)cc(C)c2c1N	-8	-2	3.7	-28	4	-2	0.3	7	-7
Cc1cc(-c2ccccc2)nc(=O)[nH]1	6	-1	-2.9	-12	9	-1	-0.1	8&4	13
COc1ccc(NC(=O)/C=C/c2ccccc2)c([N+](=O)[O-])c1	-14	7	0.9	1	11	5	0.6	1	-16
O=C(/C=C/c1cccc(Br)c1)N1CCN(c2ccccn2)CC1	27	0	0.6	6	10	5	1.7	3	25
COc1ccc(Cl)cc1NC(=O)CCc1ccccc1	10	1	0.8	-2	1	4	-0.2	10	-5
COc1ccc(CN(N=O)C2CC(=O)N(c3ccc(OC)cc3)C2=O)cc1 (stereo not given)	8	1	-1.8	1	5	1	0.0	4	29
Cc1nc2sc3c(c2c(=O)n1/N=C/c1ccco1)CCCC3	34	2	0.3	-5	10	-1	0.0	9	-3
COc1cc(O)c(C(=O)/C=C/c2ccccc2)c(OC)c1	26	-2	-5.0	-27	6	3	2.0	14&14	-79
CC(=O)C(N=Nc1ccccc1)(Sc1nnc(-c2ccccc2)n1-c1ccccc1)C(C)=O	6	-13	-3.5	-9	-3	-2	-0.2	4	17
CC(C)Cn1c(=O)c2c(nc3n2CCCN3CCc2ccccc2)n(C)c1=O	-6	-22	-8.2	1	-4	-3	0.4	15	34
CN(C)CCn1c(N)nc2ccccc21	-8	2	7.0	-6	2	2	1.6	2	1
COc1ccc2c(c1)c1ncn(Cc3ccc(F)cc3)c(=O)c1n2C	-7	0	7.9	-14	2	-3	0.7	15	37
CS(=O)(=O)N1CCN(Cc2ccccc2C(F)(F)F)CC1	18	-4	-3.5	2	6	-1	-0.4	19	14
CC(Oc1ccc(Cl)cc1Cl)C(=O)NCCCCc1ccccc1 (stereo not given)	23	0	0.8	-8	11	-2	0.3	5	50
CSc1ccccc1NC(=O)c1cccs1	1	4	-0.5	34	11	5	1.7	12&13	9
